From PubChem BioAssay
ZTA DNA inh – blocks Epstein-Barr virus ZTA, an EBNA-1 counter-screen; 320,000 tested, 0.15% active; AID 2234; ZTA-DNA binding, fluorescence polarization; inhibition, % at 11 µM; in the data active = inhibition above about 33%
LAP4-GFP MLPCN – alters LAP4-GFP fluorescence in TOR pathway yeast screen; S. cerevisiae LAP4-GFP multiplex, flow cytometry GFP, 3 h; median GFP as percent of DMSO wells; GFP response vs DMSO, % at 10 µM; 320,000 tested, 0.34% active; AID 2023;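 active = GFP response vs DMSO above a set limit, about the screen mean plus 3 SD, cut at about 150% in these data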
EBNA-1 inhibitor – blocks EBNA-1 binding to DNA; inhibition, % at 14.8 µM; 300,000 tested, 0.34% active; AID 1950; EBNA-1 DNA binding, fluorescence polarization; in the data active = inhibition above about 28%
MEP2 TOR yeast – modulators of TOR pathway MEP2-GFP in S. cerevisiae; S. cerevisiae MEP2-GFP strain, flow cytometry GFP, 3 h; 100% = DMSO control level; GFP response vs DMSO, % at 10 µM; 330,000 tested, 0.51% active; AID 2016;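 active = GFP response versus DMSO above a set limit, roughly screen mean plus 3 SD, cut at about 180% in these data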;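 note: median GFP fluorescence of the barcode-gated MEP2-GFP cells per well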
RPL19A-GFP yeast – modulators of TOR pathway RPL19A-GFP in S. cerevisiae | percent response vs DMSO, % at 10 µM | S. cerevisiae RPL19A-GFP strain, flow cytometry, 3 h; stronger effect = lower value | AID 2025 | 330,000 tested, 0.3% active;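 active = percent response vs DMSO below 50%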;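 note: median channel GFP fluorescence of the barcoded RPL19A-GFP strain; ratio of sample median GFP to plate DMSO average so 100% = DMSO; lower means less RPL19A-GFP as with rapamycin TOR inhibition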
proCasp7 act – counter-screen: procaspase-7 (human) activation. P55210. recombinant procaspase-7, Ac-DEVD-pNA absorbance 405 nm; D23A/D198A/D206A triple mutant, cannot self-cleave; scale: DMSO 0, 5 µM enzyme 100. activation, % at 8.5 µM. 330,000 tested, 0.093% active. AID 463210;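 active = percent activation above the screen-wide mean plus 3 SD, cut at about 25% in these data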
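System: Procaspase-7 triple mutant (PC-7 D3A); measure: % activation from two-timepoint absorbance difference, scaled to controls; times: 1 h compound preincubation, 2 h substrate cleavage, 25 °C; also added: Ac-DEVD-pNA substrate, 400 µM as added; measured by: Epi-absorbance of released pNA at 405 nm, two timepoints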
AHR activator – activators of human aryl hydrocarbon receptor; AHR-responsive luciferase reporter cells, luminescence; activation, % at 5 µM; 320,000 tested, 2.5% active; AID 2796; in the data active = activation above about 47%;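 note: 0% = vehicle wells and 100% = reference agonist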
proCasp3 act – procaspase-3 (human) activation | P42574 | activation, % at 8.5 µM | recombinant procaspase-3 D3A, Ac-DEVD-pNA absorbance 405 nm | AID 463141 | 330,000 tested, 0.11% active;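 active = activation above the mean of all tested compounds plus 3 SD, cut at about 21% in these data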;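 note: 0% = DMSO alone and 100% = DMSO wells spiked with extra 5 µM PC-3 D3A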
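Test system: Procaspase-3 D3A mutant; medium: Zinc-free HEPES/NaCl buffer with 0.01% Triton X-100 at pH 7.4; reagent: DEVD-pNA substrate; doses: one concentration, 8.5 µM nominal, 0.8% DMSO; times: 1 h preincubation plus 2 h reaction at 25 °C; signal: Epi-absorbance at 405 nm of released p-nitroaniline, 0 and 120 min; replicates: singlicate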
* hit, by the source's call; x = not tested or not shown.

SMILES	ZTA DNA inh	LAP4-GFP MLPCN	EBNA-1 inhibitor	MEP2 TOR yeast	RPL19A-GFP yeast	proCasp7 act	AHR activator	proCasp3 act
COc1ccc(C(=O)NC(Cc2c[nH]c3ccccc23)C(=O)O)cc1 (stereo not given)	8	95	5	92	98	8	6	10
COc1ccc(S(=O)(=O)N2CCCCC2)cc1NC(=O)c1ccc([N+](=O)[O-])o1	-18	99	0	101	98	-3	2	8
Cc1cccc(C(=O)Nc2sc3c(c2C#N)CCCCC3)c1	7	102	-5	104	107	4	9	-3
CCOC(=O)C1CCCN(CC(O)COc2ccccc2C(C)=O)C1 (stereo not given)	2	106	-1	97	100	-1	0	-7
Cc1ccc(-n2c(=O)c3sccc3n(Cc3cc(=O)n4ccccc4n3)c2=O)cc1	12	106	-15	105	100	2	2	0
CCN(C(=S)Nc1ccc(C(C)=O)cc1)C1CCCCC1	3	101	-4	95	96	-4	2	-5
Cc1ccc(C)c(OCCC(=O)OCC(=O)NNC(=O)c2ccccc2)c1	6	105	x	99	99	-5	0	9
CC(C)Sc1cc(N2CCCC2)nc(-c2ccccc2)n1	-13	102	-9	101	94	6	-1	-3
CN(C)CC1CCCCC1OC(=O)/C=C/c1ccc(Cl)cc1Cl (stereo not given)	4	103	0	104	107	-1	6	-5
CS(=O)(=O)N1CCCC(C(=O)NCCCN2CCC(Cc3ccccc3)CC2)C1 (stereo not given)	15	107	2	102	103	0	0	4
O=C(c1ccc(Cn2c(=S)[nH]c3cc4c(cc3c2=O)OCO4)cc1)N1CCN(c2ccccc2)CC1	5	102	14	99	99	6	0	-4
COc1ccccc1C1CCN(C(=O)c2cccs2)CC1	-8	x	12	96	92	-3	3	1
O=C(Oc1ccc(OC(=O)c2ccco2)c(S(=O)(=O)c2ccc(Br)cc2)c1)c1ccco1	3	96	4	92	100	0	0	3
NC(=O)NCc1cccc(Cl)c1	3	91	9	98	96	12	-1	-8
COc1ccc(CNc2ccc3cn[nH]c3c2)c(OC)c1OC	-5	101	-6	97	95	-16	27	-7
Cc1nn(C)cc1S(=O)(=O)Nc1ccc(C(F)(F)F)cc1	-28	104	-11	98	103	-3	-1	-1
COC(=O)CNC(=O)C1CCN(S(=O)(=O)c2cnc[nH]2)CC1	3	105	0	111	98	1	-1	4
Cn1c(SCC(=O)NC2CC2)nnc1-c1ccccc1	0	94	-6	106	100	7	0	-5
COc1ccc(Cl)cc1S(=O)(=O)N(C)CC(=O)NCCCn1ccnc1	10	94	-3	101	100	0	3	7
COC(=O)c1ccc(N2CCN(CC(=O)c3ccc(C)cc3)CC2)c([N+](=O)[O-])c1	8	102	2	102	99	9	16	-2
CN(C)c1ccc(C(=S)N2CCN(C(=S)Nc3ccc(Cl)cc3)CC2)cc1	-1	101	6	101	100	-4	3	2
CC(=O)Nc1ccc(NC(=O)C(C)OC(=O)CCC2CCCCC2)cc1 (stereo not given)	-1	79	3	111	114	-4	-2	2
CN(Cc1cccs1)C(=O)CSc1nc(N)cc(N)n1	4	90	0	100	101	-2	0	-1
C=CCNC(=S)N1CC2(C)CN(C(=S)NCC=C)CC(C)(C1)C2=O	-6	119	9	97	98	3	0	3
Cc1cccc(C)c1NC(=O)C/C(N)=N/O	-18	81	-5	107	104	7	1	6
Following part:
SMILES	ZTA DNA inh	LAP4-GFP MLPCN	EBNA-1 inhibitor	MEP2 TOR yeast	RPL19A-GFP yeast	proCasp7 act	AHR activator	proCasp3 act
O=C(Nc1ccc(F)cc1F)NC1CCN(Cc2c(F)cccc2Cl)CC1	3	113	-4	100	101	2	-2	11
O=C(CN1CCOCC1)NNC(=O)c1ccc([N+](=O)[O-])cc1	-21	91	1	94	94	-7	2	4
COc1ccccc1N(C(=O)c1snc(C(N)=O)c1N)C(C(=O)NC1CCCC1)c1ccc(N(C)C)cc1 (stereo not given)	3	92	-6	109	108	-3	0	2
COc1cc(-c2cc3nc4ccccc4n3c(N)c2C#N)cc(OC)c1OC	-16	107	-2	99	92	2	10	-8
CCOC(=O)CSc1nnc(CNC(=O)c2cccc(C)c2)n1C	-9	107	1	102	100	-6	-1	5
CCOC(=O)C(C(=O)N(C)Cc1ccccc1)C1CCCCC1 (stereo not given)	-14	84	7	102	109	2	0	3
Cc1sc2nc(CSC(C)C(=O)Nc3ccc(Cl)cn3)[nH]c(=O)c2c1C (stereo not given)	9	101	x	97	98	-2	0	1
CCOC(=O)CC(NC(C)=O)c1ccc([N+](=O)[O-])cc1 (stereo not given)	-1	90	-5	105	100	-1	-5	-1
Cc1[nH]n(-c2nc(-c3ccccc3F)cc(=O)[nH]2)c(=O)c1CCO	-6	96	8	98	101	5	2	-1
O=C(NNC(=O)C1CC1c1ccccc1)Nc1ccccc1 (stereo not given)	5	93	5	106	104	6	1	0
COc1ccc(NC(=O)Nc2cccc3c2O[C@H](CN(C)C(=O)Nc2ccc(OC)cc2)[C@@H](C)CN([C@H](C)CO)C3=O)cc1	x	90	x	92	94	-4	1	1
CN(C)/N=C/c1ccc(Sc2ccc([N+](=O)[O-])cc2[N+](=O)[O-])o1	1	110	6	96	100	1	1	8
C=C(C)CNC(=O)C1CCC(=O)N(CCCc2ccccc2)C1 (stereo not given)	-1	93	5	107	102	7	1	1
CCCCN(Cc1nc2ccccc2c(=O)[nH]1)C(=O)COc1ccc(F)cc1Cl	-7	101	x	95	103	-4	4	1
CC(C)CC(c1nnnn1Cc1ccccc1)N1CCN(C(=O)c2ccco2)CC1 (stereo not given)	-18	97	8	104	100	3	2	0
O=C1CC(SCc2nc3ccccc3[nH]2)C(=O)N1c1ccc(F)cc1 (stereo not given)	-1	106	0	102	104	-13	19	-25
Cc1cccc(OCc2cc(-c3ccccc3)no2)c1C	-6	92	6	105	102	7	-2	6
O=C(O)c1cccc(S(=O)(=O)NCC2CCCO2)c1 (stereo not given)	1	86	-9	94	98	1	4	-1
CCNc1nc(NCC)nc(Oc2ccc(OCc3ccccc3)nn2)n1	5	110	11	106	103	9	0	-1
CCC(CNC(=O)c1c(C)nn(-c2ccccc2)c1Cl)c1ccccc1 (stereo not given)	8	103	-4	101	109	-1	-2	9
CCOc1ccccc1N(CC(=O)NCc1ccccc1)C(=O)CCC(=O)Nc1cc(C)ccn1	2	95	-9	99	96	-5	6	-8
O=C(N/N=C/c1cc2c(cc1Cl)OCO2)c1cccc(Br)c1	-2	92	-3	108	126	-1	32	10
COc1ccc(-n2nc(C(=O)Nc3ccc4c(c3)OCO4)c3ccccc3c2=O)c(OC)c1	-15	109	29*	109	90	-3	13	1
CC[C@@]1(C(=O)OC)N[C@H](CN(C)C(=O)Nc2ccc(C(F)(F)F)cc2)[C@@H]2C(=O)N(C)C(=O)[C@@H]21	x	101	x	101	100	2	3	1
O=C(Cc1ccccc1)NCc1n[nH]c(=S)n1-c1ccccc1	-5	99	-10	96	90	0	2	-6
Carrying on:
SMILES	ZTA DNA inh	LAP4-GFP MLPCN	EBNA-1 inhibitor	MEP2 TOR yeast	RPL19A-GFP yeast	proCasp7 act	AHR activator	proCasp3 act
NC(=O)CCC(=O)N1CCCC(C(=O)c2ccc(C(F)(F)F)cc2)C1 (stereo not given)	0	96	-2	97	97	2	1	-11
CC(=O)Nc1ccc(OC(=O)C(CCS(C)(=O)=O)N2C(=O)c3ccccc3C2=O)cc1 (stereo not given)	-5	x	6	116	97	11	0	0
CC(CN1CCCCC1)OC(=O)c1ccc(Cl)cc1Cl (stereo not given)	-19	116	12	106	104	-4	-3	6
CCO[C@@H]1OC(C(=O)NCc2ccccc2)=C[C@H](c2ccc(Br)cc2)[C@H]1CCCO	-2	106	-10	91	101	-3	-1	-1
C[C@H]1CN([C@@H](C)CO)C(=O)Cc2cc(NC(=O)CCC(F)(F)F)ccc2O[C@H]1CN(C)S(C)(=O)=O	x	105	x	101	98	1	-1	0
Cc1onc(-c2c(F)cccc2Cl)c1C(=O)N1CCN(c2ncccn2)CC1	5	98	5	102	101	-2	2	4
CCCNC(=O)c1nc(C)n(-c2cc(Cl)ccc2Cl)n1	8	111	4	96	95	-1	-1	1
CCn1c(SCC(=O)Nc2nc(C)cs2)nnc1-c1ccoc1C	2	104	-20	103	102	4	-1	1
O=C(CNC(=O)/C(=C\c1ccc(Br)cc1)NC(=O)c1ccccc1)OCc1ccccc1	-2	93	-2	100	100	-6	11	-14
Cc1cc(/C=N/n2cnnc2)c(C)n1-c1ccc(OCc2ccc(Cl)cc2Cl)cc1	1	145	-1	95	82	1	-18	-3
Cc1ccc(C2C(C(=O)O)c3ccccc3C(=O)N2C)c(C)c1 (stereo not given)	1	80	-9	94	100	4	-2	-11
